Screens as filed in PubChem BioAssay.
JMJD2E inh: blocks human JMJD2E demethylase activity | B2RXH2 | JMJD2E catalytic domain, FDH-coupled NADH fluorescence (FDH is formaldehyde dehydrogenase) | Potency, µM (doses to about 57.1 µM), without a hit: at the highest dose activity change, negative = inhibition, hits mostly inhibitors | actives 1.6% (n = 230,000) | AID 2147; active means well fitted inhibition curve with a large enough effect, not every such curve was filed as active; inconclusive means small, poorly fitted or top-dose-only effect, or another doubt; inactive means no such curve, though single readings can be large or run the other way;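 further: 0% = wells with enzyme and -100% = buffer wells without enzyme; nearly all actives have a fitted effect of over 50% in size; many of its hits are not listed in these tables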
Target sequence (B2RXH2 1-337 limits assumed): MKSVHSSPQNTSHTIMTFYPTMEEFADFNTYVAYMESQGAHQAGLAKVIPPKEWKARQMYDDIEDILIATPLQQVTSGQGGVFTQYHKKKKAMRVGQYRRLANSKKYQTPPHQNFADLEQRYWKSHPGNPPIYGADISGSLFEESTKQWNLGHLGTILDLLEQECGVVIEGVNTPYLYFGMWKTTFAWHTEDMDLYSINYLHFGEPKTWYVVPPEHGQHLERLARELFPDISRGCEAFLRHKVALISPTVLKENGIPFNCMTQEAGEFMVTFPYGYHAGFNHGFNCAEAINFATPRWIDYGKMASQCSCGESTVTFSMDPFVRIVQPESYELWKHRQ
Tau fibril FP: tau fibrillization inhibition (FP) | P10636 | K18 P301L tau heparin fibrillization, Alexa594 FP, 6 h | Potency, µM (titrated, usually from 57.7 µM), for the others: at the highest dose activity, negative = inhibition, actives largely listed as inhibitors | actives 0.39% (n = 280,000) | AID 1468; further: nearly all actives have a fitted effect of over 55% in size
Target sequence (P10636 561-689 P618L limits assumed): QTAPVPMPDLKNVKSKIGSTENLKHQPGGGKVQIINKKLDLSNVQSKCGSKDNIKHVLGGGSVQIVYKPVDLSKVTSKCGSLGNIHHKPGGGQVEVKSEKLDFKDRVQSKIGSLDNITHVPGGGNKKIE
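Steps: dispense K18 P301L tau (15 uM plus 0.24 uM Alexa 594 tracer, final) in pH 7 sodium acetate; add compound; add heparin (20 uM final); incubate 6 hr, 37 C; add ThT (30 uM final); after 1 hr ambient, read FP.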
L3MBTL1 block: L3MBTL1 (human) inhibition; AlphaScreen L3MBTL1–H3K9me1 peptide binding; Potency, µM (series often up to 57.1 µM), for inactives: at the highest dose activity, negative = inhibition, hits mostly inhibitors; actives 0.66% (n = 230,000); AID 485360; further: nearly all actives have a fitted effect of over 60% in size
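L3MBTL1 (50 nM) pre-complexed 30 min with biotinylated H3(1-15)K9me1 peptide (75 nM), then compounds added for 30 min at room temperature; AlphaScreen streptavidin donor/nickel chelate acceptor beads (10 ug/mL final) read after 30 min dark incubation.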
RECQ1 inh: RECQ1 (human) helicase inhibition; P46063; RECQ1 DNA unwinding, red fluorescence kinetic read; Potency, µM (series often up to 57.3 µM), for inactives: at the top dose activity, negative = inhibition, actives largely listed as inhibitors; actives 0.54% (n = 240,000); AID 2549;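 further: plate controls were vehicle for no effect and no enzyme for full effect; nearly all actives have a fitted effect of over 30% in size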
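RECQ1T1 50 nM; forked duplex (20 bp + 30-nt ss tails) 200 nM, ATP 2 mM final; pH 8.0, 2 mM MgCl2, 2.5 ug/ml poly(dI-dC); 15 min compound preincubation; discontinuous kinetic read over 2 h at RT.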
Tau ThT inhib: tau fibrillization inhibition (ThT binding); P10636; recombinant tau K18 P301L, heparin-induced fibrillization, ThT fluorescence; Potency, µM (series often up to 57.4 µM), without a hit: top-dose activity, negative = inhibition, usual class: inhibitors; actives 2.1% (n = 270,000); AID 1460; further: nearly all actives have a fitted effect of over 55% in size
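ThT emission at 510 nm, taken 1 hr after adding 30 uM dye, quantifies aggregates formed when 20 uM heparin acts on human tau K18 P301L for 6 hr at 37 C.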
TRb SRC2 PPI: TRbeta-SRC2 interaction inhibition; P10828; TRbeta-SRC2 peptide binding, fluorescence polarization; receptor liganded with 1 µM T3; Potency, µM (doses to about 106 µM), without a hit: at the top dose activity change, negative = inhibition, usual class: inhibitors; actives 0.065% (n = 280,000); AID 1469;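 further: plate controls were bound peptide for no effect and peptide without receptor for full effect; nearly all actives have a fitted effect of over 50% in size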
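Decrease in fluorescence polarization of 20 nM Texas Red SRC2 coactivator peptide flagged inhibition of its binding to 0.6 uM TRb LBD; 1 uM T3 included, incubation 5 hr, ex 555/em 632 nm.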
TexasRed fluor: counter-screen for TRb-SRC2 inhibitors: fluorescence interference. TRb/SRC2 Texas Red total fluorescence interference. Potency, µM (doses to about 106 µM), for the others: at the highest dose fluorescence change, negative = quenching. actives 0.29% (n = 280,000); active means well fitted curve in either direction with a large enough effect; inconclusive means small, poorly fitted or top-dose-only effect
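Flags fluorescent or light-absorbing compounds by total fluorescence, S + 2P, at 555 nm excitation and 632 nm emission. Mixture: 20 nM Texas Red SRC2 peptide, 0.6 uM human TRb LBD, 1 uM T3, 5% DMSO; compound exposure 5 h at ambient temperature.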
GoLoco inh red: RGS12 GoLoco-Gai1 interaction inhibition; P63096; Gai1:RGS12 GoLoco peptide FP, rhodamine, 10 min; Potency, µM (top dose mostly 61.6 µM), for inactives: at the top dose activity, negative = inhibition, actives largely listed as inhibitors; actives 0.44% (n = 230,000); AID 880; active means well fitted inhibition curve with a large enough effect, not every such curve was filed as active; inactive means no such curve, though single readings can be large or run the other way; further: nearly all actives have a fitted effect of over 30% in size; many of its hits are not listed in these tables
Target sequence (P63096 whole entry, looked up): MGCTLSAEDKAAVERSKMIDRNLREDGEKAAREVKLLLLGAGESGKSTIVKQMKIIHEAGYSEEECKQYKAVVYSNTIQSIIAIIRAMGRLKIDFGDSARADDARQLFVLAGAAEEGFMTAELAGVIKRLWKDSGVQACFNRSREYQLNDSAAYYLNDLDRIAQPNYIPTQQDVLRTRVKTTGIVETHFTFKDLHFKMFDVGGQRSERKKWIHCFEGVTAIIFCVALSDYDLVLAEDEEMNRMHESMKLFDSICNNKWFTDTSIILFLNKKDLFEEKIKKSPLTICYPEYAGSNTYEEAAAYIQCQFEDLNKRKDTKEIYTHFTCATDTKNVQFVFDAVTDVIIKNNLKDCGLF
Numbers without * were called inactive; i = inactive; ? = inconclusive; . = not tested or not shown; & = joins results of further samples; [ ] = another dose, or the depositor's remark. Unless noted, the call rests on the fitted dose curve; in most records, active means well fitted curve in the direction sought with a large enough effect; inconclusive means small, poorly fitted or top-dose-only effect, or another doubt; inactive means no such curve, though single readings can be large; an effect the other way counts as inactive or inconclusive. Unless noted, on the % scale 0 is the no-effect control and ±100 the full control effect; potency means the concentration at half of the fitted maximal effect. This is a subset. The share of hits here may be higher or lower than overall.

entry	Compound	GoLoco inh red	JMJD2E inh	TexasRed fluor	RECQ1 inh
1	COc1cccc(-n2c(SCC(=O)NC3CCCC3)nnc2-c2ccco2)c1	-5%	8%	0%	-1%
2	O=c1c(O)c(-c2ccc(O)cc2)oc2cc(O)cc(O)c12	5%	?	-10%	-23%
3	C=CCNc1nc2c(c(=O)n(C)c(=O)n2C)n1CCCCCC	9%	-4%	0%	-11%
4	Cc1ccccc1C(=O)Nc1ccc2nc(SCC(=O)N3CCc4ccccc43)sc2c1	.	.	4%	.
5	COc1cccc(N2CCN(C(=O)Cn3c(-c4cccs4)cc4ccccc43)CC2)c1	.	.	40µM*[quencher]	.
6	Cn1c(N/N=C/c2cc3ccccc3nc2Cl)nc2ccccc21	25%	1%	0%	0%
7	CCOC(=O)CON1C(=O)C(C)(C)N(OCC(=O)OCC)C(=O)C1(C)C	3%	2%	0%	-5%
8	O=c1oc2cc(Br)ccc2n1CSC1=NCCS1	-8%	2%	0%	-8%
9	NNC(=O)CSc1c(-c2cccs2)[nH]c2ccccc12	9%	1%	-2%	-3%
10	CCC(C)n1c(=N)c(C(=O)NCc2ccco2)cc2c(=O)n3cc(C)ccc3nc21 (stereo not given)	.	.	-5%	.
11	COc1cc(-c2noc(C)n2)cc(OC)c1OC	-1%	2%	-3%	i
12	CCC(C)(C(=O)NC1CCCCC1)N(CC1CCCO1)C(=O)Cc1cccs1 (stereo not given)	15%	15%	-2%	7%
13	CC(C)(C)NC(=O)C1CCN(S(=O)(=O)c2ccc(Br)cc2)CC1	-4%	7%	0%	i
14	CCOc1ccccc1CNC(=O)CN1C(=O)CCCc2ccccc21	.	.	2%	.
15	Cc1c(-c2nc(N)nc(Nc3ccccc3)n2)oc2ccccc12	3%	?	0%	-13%

entry	L3MBTL1 block	Tau fibril FP	TRb SRC2 PPI	Tau ThT inhib
1	5%	-9%	0%	-5%
2	.	8%	7%	13µM*
3	-9%	13%	-8%	1%
4	.	?	6%	?
5	.	?	?	-5%
6	5%	?	-11%	-21%
7	1%	-8%	-16%	-8%
8	29%	-4%	9%	4%
9	-3%	2%	-3%	-12%
10	.	0%	3%	-5%
11	-3%	-1%	-6%	-11%
12	.	-2%	0%	-6%
13	.	-7%	-1%	-1%
14	.	-5%	-1%	-5%
15	1%	?	-2%	?

One compound at a time, as listed above. Order of values: GoLoco inh red, JMJD2E inh, TexasRed fluor, RECQ1 inh, L3MBTL1 block, Tau fibril FP, TRb SRC2 PPI, Tau ThT inhib
Shown for `COc1cccc(-n2c(SCC(=O)NC3CCCC3)nnc2-c2ccco2)c1` = -5%, 8%, 0%, -1%, 5%, -9%, 0%, -5%
Shown for `CCC(C)n1c(=N)c(C(=O)NCc2ccco2)cc2c(=O)n3cc(C)ccc3nc21` (stereo not given) = ., ., -5%, ., ., 0%, 3%, -5%
Shown for `CC(C)(C)NC(=O)C1CCN(S(=O)(=O)c2ccc(Br)cc2)CC1` = -4%, 7%, 0%, i, ., -7%, -1%, -1%
Shown for `Cc1ccccc1C(=O)Nc1ccc2nc(SCC(=O)N3CCc4ccccc43)sc2c1` = ., ., 4%, ., ., ?, 6%, ?
Shown for `Cc1c(-c2nc(N)nc(Nc3ccccc3)n2)oc2ccccc12` = 3%, ?, 0%, -13%, 1%, ?, -2%, ?

Remaining list, next part
entry	Compound	GoLoco inh red	JMJD2E inh	TexasRed fluor	RECQ1 inh
16	CCCS(=O)(=O)c1snnc1C	-6%	7%	0%	-11%
17	Cn1c(=O)c2c(ncn2CC(=O)OCC(=O)NCc2ccc(Cl)cc2)n(C)c1=O	-28%	-12%	-1%	-1%
18	CCOc1ccc(-n2c(N)c(C(=O)N3CCN(C)CC3)sc2=S)cc1	4%	-1%	-1%	i
19	C=CCC(C)(NCc1ccccc1)c1ccccc1 (stereo not given)	5%	5%	-1%	-3%
20	Cn1c(=O)c2c(nc(N3CCOCC3)n2Cc2cccc(Br)c2)n(C)c1=O	.	.	-1%	.
21	Cc1ccc(NC(=O)Cn2cnc3nc4c(cc3c2=O)CCCC4)cc1Cl	.	.	1%	.
22	CCOC(=O)c1[nH]ncc1CN1CCN(Cc2ccccc2)C(CCO)C1 (stereo not given)	6%	0%	-3%	-9%
23	CCCCCCCC1=Cc2ccccc2C(C(C(=O)OC)C(=O)OC)N1C(=O)OC (stereo not given)	0%[14.2 µM]	-4%[11.4 µM]	-18%[11.2 µM]	i[11.5 µM]
24	O=C(C1CCN(Cc2cn[nH]c2-c2ccc(F)cc2F)CC1)N1CCOCC1	9%	-6%	1%	i
25	Nc1nc(NCc2c(F)cccc2Cl)nn1-c1ccccc1	-2%	0%	0%	-5%
26	CC1=C(C#N)C(Nc2cccc(C)n2)(C(F)(F)F)C(=O)N1 (stereo not given)	.	?	0%	i
27	O=C(c1cccn1-c1nnc(N2CCCCC2)s1)N1CCN(c2ccccc2)CC1	.	.	0%	.
28	CC(=O)N1CCN(Cc2nc3cc(NC(=O)C4CCCCC4)ccc3n2C)CC1	8%	-8%	0%	10%
29	COc1ccc(-n2c(-c3ccco3)nc3c(cnn3-c3ccc(C)cc3)c2=O)cc1	12%	32%[activator]	-1%&-1%	-5%
30	COc1cc(-c2ccno2)ccc1S(=O)(=O)N1CCN(c2ccccc2F)CC1	.	.	-13%	.

entry	L3MBTL1 block	Tau fibril FP	TRb SRC2 PPI	Tau ThT inhib
16	.	5%	-15%	-2%
17	0%	1%	12%	4%
18	-11%	-1%	-5%	-1%
19	11%	0%	0%	-7%
20	.	-5%	3%	-14%
21	.	-1%	1%	6%
22	3%	-4%	-2%	-10%
23	.	-5%[11.6 µM]	6%[11.2 µM]	-12%[11.5 µM]
24	3%	0%	2%	-10%
25	.	18%	0%	-4%
26	17%	-1%	2%	-9%
27	.	4%	8%	-16%
28	.	-1%	-13%	-6%
29	.	-1%&-1%	0%&2%	-10%
30	.	?	5%	3%

The final two compounds of the part before open the next one:
entry	Compound	GoLoco inh red	JMJD2E inh	TexasRed fluor	RECQ1 inh
29	COc1ccc(-n2c(-c3ccco3)nc3c(cnn3-c3ccc(C)cc3)c2=O)cc1	12%	32%[activator]	-1%&-1%	-5%
30	COc1cc(-c2ccno2)ccc1S(=O)(=O)N1CCN(c2ccccc2F)CC1	.	.	-13%	.
31	CCOc1ccc(NC(=S)NC(=O)c2ccco2)cc1	4%	-5%	3%	13%
32	O=C(CSCc1ccc(Cl)cc1)Nc1ccc2c(c1)OCCO2	11%	-5%	-2%	-5%
33	Nc1cc(S(=O)(=O)Nc2cc(Cl)ccc2Cl)ccc1N1CCCC1	8%	-12%	-4%	i
34	O=C(CSc1nnc(COc2ccccc2)o1)N1CCOCC1	-1%	-5%	0%	0%
35	COc1ccc(/C=C/C(=O)OCC(=O)Nc2cccc(Oc3ccccc3)c2)c(OC)c1	2%	?	1%	-11%
36	CCCc1[nH]nc2c1C(c1ccc(OC)c(Cn3nc(C)c(Br)c3C)c1)C(C#N)=C(N)O2 (stereo not given)	6%	?	-1%	i
37	O=C(Nc1ccccn1)c1cc2cc([N+](=O)[O-])ccc2s1	7%	4%	-3%	-4%
38	CCN(C(=O)c1cccn(Cc2ccccc2C)c1=O)c1ccccc1	.	.	3%	.
39	CCOc1ccc2nc(NC(=O)C3CCN(S(=O)(=O)c4cnc[nH]4)CC3)sc2c1	10%	-2%	-2%	-10%
40	COc1cc(O)c(C(CC(=O)N2CCCCC2)c2cc(OC)c(OC)c(OC)c2)c(OC)c1 (stereo not given)	-3%	-3%	0%&-4%	i
41	CCC1CCCCN1Cc1nc2c(c(=O)n(C)c(=O)n2C)n1Cc1cccc2ccccc12 (stereo not given)	11%	-4%	5%	-3%
42	C[C@]12CC[C@@H]3c4ccc(O)cc4[C@@H](O)C[C@H]3[C@@H]1CC[C@@H]2O	6%	1%	-4%	7%
43	Cc1cc2oc(=O)cc(-c3ccccc3)c2c(C)c1-c1ccc(F)c(Cl)c1	7%[88.7 µM]	.	0%	-6%[81.1 µM]
44	Cc1ccc(-n2c(=O)[nH]c3c(oc4ccccc43)c2=O)cc1	7%	?	-1%	-8%
45	O=C(NCc1ccccc1)C1=C[C@H](c2coc3ccccc3c2=O)C[C@H](OCCCCO)O1	2%	0%	0%	-1%
46	O=C1/C(=C\c2ccc3ccccc3c2)CCCc2ccccc21	9%	5%	-1%	-3%

entry	L3MBTL1 block	Tau fibril FP	TRb SRC2 PPI	Tau ThT inhib
29	.	-1%&-1%	0%&2%	-10%
30	.	?	5%	3%
31	.	2%	-2%	?
32	-4%	5%	-12%	-23%
33	?	-15%	-8%	?
34	.	5%	0%	-2%
35	3%	?	1%	-2%
36	.	-2%	-27%	-18%
37	4%	-5%	-4%	-13%
38	.	-1%	-9%	-7%
39	-3%	-5%	2%	-2%
40	.	-3%	9%&0%	3%
41	-5%	-3%	-7%	5%
42	7%	-4%	-2%	-10%
43	-8%	-1%[81.3 µM]	3%	-12%[81.4 µM]
44	.	-6%	6%	1%
45	3%	9%	-5%	3%
46	?	2%	14%	5%
